LMP1 NFkB inh = reduces LMP1-driven NF-kappaB luciferase signal; AID 504558; 0.69% of 350,000 active; LMP1-induced NF-kappaB luciferase reporter cells, luminescence; inhibition, % at 12.5 µM; in the data active = inhibition above about 41%;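 note: 0% = neutral control wells and 100% = reference inhibitor control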
CF NFkB block = cystic fibrosis NF-kB activation inhibition. inhibition, % at 5 µM. 0.86% of 360,000 active. KKLEB NF-kB-GFP reporter, PAF-induced, GFP fluorescence overnight;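 active = at least 50% inhibition at 5 µM, scaled per plate between neutral and stimulator controls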;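 note: PAF is a Pseudomonas aeruginosa culture filtrate used as stimulus; plate controls were PAF-stimulated DMSO wells for no effect and unstimulated DMSO wells for full effect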
NCOA3 inh = human NCOA3 inhibition; Q9Y6Q9; HEK293 GAL4-SRC3 luciferase reporter, luminescence; inhibition, % at 3.6 µM; 0.17% of 360,000 active; AID 588352;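 active = inhibition above a per-campaign cutoff, the mean of all compounds plus 3 SD, cut at about 60% in these data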;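 note: 0% = DMSO-treated cells and 100% = gossypol-treated cells at 36 µM; higher means less SRC3-driven luciferase light from the GAL4 reporter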
NR5A2 inv ag = suppresses constitutive activity of human LRH-1. HEK293T StAR-luciferase reporter, LRH-1 transfected, 24 h. inhibition, % at 3.6 µM. 0.13% of 360,000 active;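 active = inhibition above the mean inhibition of all tested compounds plus 3 SD, cut at about 73% in these data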;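 note: 0% = DMSO wells and 100% = reporter-only cells lacking LRH-1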
NR2F2 inh = NR2F2 (human) inhibition, primary screen; P24468; HEK293T NGFI-A luciferase reporter, luminescence; inhibition, % at 8.6 µM; 0.7% of 370,000 active;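 active = inhibition above a per-plate cutoff, mean inhibition of test wells between control levels plus 3 SD, cut at about 38% in these data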;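 note: cells cotransfected with COUP-TFII expression vector driving the NGFI-A reporter; 0% = median of COUP-TF2 test wells and 100% = reporter-only cells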
TROY NFkB inh = inhibitors of TROY-dependent NF-kB signaling. inhibition, % at 10 µM. Q293 LMP1-TROYcd NF-kB luciferase reporter, 4 h. 0.98% of 360,000 active;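 active = compounds whose plate-normalised and pattern-corrected inhibition of the luciferase reporter signal at the single screening dose is 50% or more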
KKLEB tox = CF airway cell cytotoxicity counter-screen; KKLEB CF airway cells viability, ATPlite luminescence, overnight; stronger effect = lower value; cells stimulated with P. aeruginosa culture filtrate; AID 602141; 0.36% of 360,000 active; activity change (cytotoxicity), % at 5 µM;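 active = corrected activity change at or below -50% at 5 µM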
TRAIL sens C8 = sensitizes caspase-8 expressing cells to TRAIL; inhibition (viability loss, TRAIL sensitization), % at 10 µM; 1% of 360,000 active; NB7+C8 cells + TRAIL, ATPlite viability luminescence;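 active = compounds causing at least 50% loss of cell viability in the single-dose screen, relative to plate controls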
NCOA1 inh = inhibits human SRC1 coactivator; inhibition, % at 3.6 µM; HEK293 GAL4-SRC1 luciferase reporter, luminescence; 0.12% of 360,000 active; Q15788;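 active = inhibition above the campaign mean plus 3 SD, with each screening campaign given its own cutoff, cut at about 60% in these data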;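 note: 0% = DMSO treated cells and 100% = gossypol at 36 µM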
Target sequence (Q15788 whole entry, looked up, the tested form may be a part): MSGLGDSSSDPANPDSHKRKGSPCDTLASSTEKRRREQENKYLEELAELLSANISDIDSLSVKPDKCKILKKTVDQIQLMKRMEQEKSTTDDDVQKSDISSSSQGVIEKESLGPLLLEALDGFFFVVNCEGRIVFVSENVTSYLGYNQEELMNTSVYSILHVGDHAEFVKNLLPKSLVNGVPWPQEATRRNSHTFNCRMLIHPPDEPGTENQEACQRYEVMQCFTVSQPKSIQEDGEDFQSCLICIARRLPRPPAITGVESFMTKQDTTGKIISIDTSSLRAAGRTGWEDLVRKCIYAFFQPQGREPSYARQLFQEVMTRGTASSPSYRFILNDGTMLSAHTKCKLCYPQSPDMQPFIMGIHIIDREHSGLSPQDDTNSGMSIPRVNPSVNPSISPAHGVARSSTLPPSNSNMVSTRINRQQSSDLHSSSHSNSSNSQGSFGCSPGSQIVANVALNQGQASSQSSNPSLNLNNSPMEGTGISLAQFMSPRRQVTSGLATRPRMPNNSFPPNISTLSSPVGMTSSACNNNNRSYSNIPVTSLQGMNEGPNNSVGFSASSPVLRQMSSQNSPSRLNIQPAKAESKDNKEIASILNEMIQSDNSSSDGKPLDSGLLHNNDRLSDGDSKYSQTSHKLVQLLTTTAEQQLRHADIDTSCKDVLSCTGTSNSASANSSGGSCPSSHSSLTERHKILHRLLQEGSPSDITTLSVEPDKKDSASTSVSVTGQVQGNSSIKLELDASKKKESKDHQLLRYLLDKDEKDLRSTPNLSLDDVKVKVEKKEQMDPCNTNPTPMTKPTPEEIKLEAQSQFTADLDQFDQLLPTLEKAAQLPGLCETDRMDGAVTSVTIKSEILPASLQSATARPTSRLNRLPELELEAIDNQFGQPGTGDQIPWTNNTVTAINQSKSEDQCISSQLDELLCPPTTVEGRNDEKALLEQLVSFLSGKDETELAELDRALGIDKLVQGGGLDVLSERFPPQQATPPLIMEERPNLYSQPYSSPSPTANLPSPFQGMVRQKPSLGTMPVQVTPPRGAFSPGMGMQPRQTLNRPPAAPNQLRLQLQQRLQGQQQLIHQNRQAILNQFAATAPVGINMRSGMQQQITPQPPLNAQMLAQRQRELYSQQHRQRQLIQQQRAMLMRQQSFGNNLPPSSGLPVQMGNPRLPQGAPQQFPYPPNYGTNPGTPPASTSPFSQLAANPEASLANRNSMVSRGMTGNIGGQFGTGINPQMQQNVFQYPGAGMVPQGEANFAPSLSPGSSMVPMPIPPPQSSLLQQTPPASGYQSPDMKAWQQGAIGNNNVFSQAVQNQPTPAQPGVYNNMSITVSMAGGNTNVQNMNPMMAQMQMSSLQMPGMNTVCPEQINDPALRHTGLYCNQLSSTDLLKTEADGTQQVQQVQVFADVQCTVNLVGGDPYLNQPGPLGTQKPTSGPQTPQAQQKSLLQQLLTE
TWEAK-Fn14 inh = blocks TWEAK-Fn14 interaction in a reporter cell assay. TWEAK-stimulated Fn14 reporter cells, luciferase luminescence, 8 h. inhibition, % at 10 µM. 2% of 360,000 active; in the data active = inhibition above about 50%
NCOA2 inhibitor = inhibits human steroid receptor coactivator 2; Q15596; HEK293 GAL4-SRC2 luciferase reporter, luminescence; inhibition, % at 9 µM; 0.17% of 370,000 active; AID 651957;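 active = inhibition above the mean inhibition of all tested compounds plus 3 SD, set per campaign, cut at about 52% in these data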;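 note: 0% = DMSO treated cells and 100% = cells given Gossypol at 36 µM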
Active calls of the source: *; . = no result given.

Molecule	LMP1 NFkB inh	CF NFkB block	NCOA3 inh	NR5A2 inv ag	NR2F2 inh	TROY NFkB inh	KKLEB tox	TRAIL sens C8	NCOA1 inh	TWEAK-Fn14 inh	NCOA2 inhibitor
CC(C)NC(=O)C1(C)CCCN1C/C=C/c1ccccc1 (stereo not drawn)	.	-24	5	-39	8	-9	2	10	5	11	-15
CC(C)CNC(=O)NC(=O)CSc1nc2ccccc2n1CC(C)C	5	-3	12	13	1	15	6	-14	-24	13	-23
CC(C)c1ccc(NC2CCCN(C(=O)c3cccc(N4CCNC4=O)c3)C2)cc1 (stereo not drawn)	.	-3	16	11	12	-11	16	2	-11	-1	15
COC(=O)[C@H](Cc1ccccc1)NC(=O)NCc1ccc(S(N)(=O)=O)cc1	12	4	15	14	-21	17	1	6	7	8	-8
COc1ccc2nc(/N=C(\N)NC(=O)C(C)(C)C)nc(C)c2c1	-4	-31	-39	-53	-12	-58	5	-3	-71	-40	-53
COc1cccc(C(=O)CC(=O)C(=O)Nc2cccc([N+](=O)[O-])c2C)c1	4	-6	47	10	7	-18	-6	-1	4	0	11
O=C(NCc1cccnc1)c1cccc(S(=O)(=O)N2CCCC2)c1	-4	-11	12	13	-6	-5	1	-13	9	5	-5
COc1cccc(N(C(=O)Cn2nnc(-c3ccc(C)o3)n2)C(C(=O)NC2CCCC2)c2ccncc2)c1 (stereo not drawn)	-4	-7	-8	5	2	18	22	-1	-16	6	-15
N#CC(c1cccc(Cl)c1)c1ccc2c(C(F)(F)F)cc(C(F)(F)F)nc2n1 (stereo not drawn)	35	53*	41	99*	-3	64*	-60*	30	22	45	28
CC(=O)Nc1ccc(S(=O)(=O)Nc2ccccn2)cc1	1	-4	12	2	-4	-22	-1	1	9	-22	-8
CN(C)CCCNc1nc(N)c([N+](=O)[O-])c(NCCO)n1	-2	6	28	3	11	-22	2	-14	6	-15	-4
O=C(Cn1cnc(S(=O)(=O)N2CCCC2)c1)Nc1cccc(F)c1	3	2	-17	-22	-16	6	2	-15	6	7	-16
COc1cccc(NC(=O)COc2coc(CN3CCc4ccccc4C3)cc2=O)c1	1	-29	5	5	-1	2	-12	-14	8	-12	14
Cc1cnc(NC(=O)Nc2ccc(Cl)cc2)s1	-76	12	-87	-56	-34	-12	-23	-6	-60	-23	-57
O=C(Nc1ccccc1)C1COc2ccccc2O1 (stereo not drawn)	-2	4	-33	-38	1	-16	-4	-8	-32	80*	-43
CC(Sc1nc2ccccc2c(=O)n1CC1CCCO1)C(=O)N(C)Cc1ccccc1 (stereo not drawn)	-12	6	0	5	-6	-3	-8	-20	-15	15	-13
COCc1c(Br)c(C)nc2sc3c(=O)[nH]nnc3c12	-2	-2	-2	4	-1	8	4	0	7	-11	-15
O=C(NCc1cccs1)c1ccc2nc([C@@H]3O[C@H](CO)[C@H](O)[C@H](O)[C@H]3O)[nH]c2c1	.	-25	-12	7	0	17	9	14	-4	-5	-1
COc1cccc(C(=O)C2CCCN(CC3=Cc4cc(OC)ccc4OC3)C2)c1 (stereo not drawn)	9	7	0	-2	-3	10	4	-12	-5	-9	24
O=C(Cn1nnc2ccccc21)c1ccc([N+](=O)[O-])cc1	-6	16	4	-12	-17	-5	1	4	-22	24	-21
O=C(NCc1ccccc1)C1CCCN(S(=O)(=O)c2cccc3nonc23)C1 (stereo not drawn)	-3	14	21	-1	4	-4	2	15	-13	-5	3
COc1ccccc1-c1ccc(=O)n(CC(=O)NCc2cccs2)n1	-19	-11	-16	-45	0	-40	8	-5	-59	-21	-19
O=C(Nc1nc2c(ccc3ccccc32)s1)c1ccco1	-62	-87	-43	-53	-33	-59	16	-5	-57	15	-41
Cc1ccccc1C(=O)N(C)c1ccccc1C(=O)NCc1ccccc1	-10	-6	14	-7	-1	11	12	3	15	-3	-22
COCCN(C(=O)COC(=O)C1(c2ccccc2)CC1)c1c(N)n(CC(C)C)c(=O)[nH]c1=O	3	-12	15	12	3	-4	4	-9	-7	2	-9
Nc1c(C=C2C=CC(=O)C=C2)c(=O)nc2snc(SCc3ccccc3)n12	1	-12	-45	-7	-27	-3	-5	6	-36	-10	-22
OCCNc1ncnc2c1nnn2Cc1ccccc1	3	9	8	11	5	-20	1	1	14	-3	-2
COCCn1c(C)cc(C(=O)COC(=O)c2[nH]c(C)c(C(C)=O)c2C)c1C	10	-10	17	-17	-8	11	11	8	8	16	-9
CC1CC2=C(CC1/C=N/NC(N)=S)C(C)(C)CCC2 (stereo not drawn)	-14	13	41	30	36	10	-13	-7	30	30	20
O=C(CSc1nnc(-c2ccc(Cl)s2)o1)N1CCCc2ccccc21	-3	11	9	-5	1	-4	-4	0	-5	-3	-28
COc1ccc(CN2CC[C@H]3C=CC[C@@H](C(=O)Nc4ccc(Cl)c(C(F)(F)F)c4)[C@H]3C2=O)cc1OC	-2	-4	-3	-8	-11	2	-13	12	-14	-13	-24
COc1cc(OC)cc(C(=O)NN2CCCCC2)c1	-6	2	-5	-10	-8	-7	4	-2	-1	-4	4
COc1ccc(C(=O)Nc2cccc(NC(=O)c3ccc(OC)c(OC)c3)n2)cc1OC	19	84*	18	10	-10	19	0	24	24	36	-27
CCOC(=O)C1(Cc2cccc(OC)c2)CCCN(Cc2cnn(C)c2)C1 (stereo not drawn)	1	-17	13	-2	-14	6	12	3	-9	14	-11
COc1ccc(NC(=O)c2ccc(-c3ccc([N+](=O)[O-])cc3)o2)cc1	0	-21	-4	21	9	-4	-3	-19	11	0	-15
CN1C(C(=O)Nc2ccc(OC(F)(F)F)cc2)=CC(c2ccc3c(c2)OCO3)=NS1(=O)=O	-6	4	1	5	-5	27	-7	10	-11	-30	-13
O=C(c1ccc(Cl)s1)N1CCN(c2ccccc2)CC1	1	-4	-1	-15	6	-39	18	-3	0	-22	-30
CCNC(=S)N1CCn2c(nc3ccccc32)C1	1	-3	6	-22	-2	4	-14	-2	-2	-10	-9
Cc1cccc(C(=O)NC2CCN(S(=O)(=O)c3ccccc3)CC2)c1	2	12	8	16	4	-20	-4	-3	-49	-8	-3
O=C(NC1CC1)C1=C[C@@H](C2CC2)C[C@@H](OCc2ccc(CO)cc2)O1	8	-62	7	-2	-6	-12	1	5	4	-2	-8
Cc1ccc(C)c(-c2csc(N/N=C/c3ccco3)n2)c1	-20	-8	-77	16	-11	4	11	25	-65	-7	-30
COc1cc2c(C(=O)NCc3ccc(C)o3)cn(CC(C)C)c(=O)c2cc1OC	0	-7	-4	18	-10	1	-4	-3	1	1	-7
N#CC1(c2nc3ccccc3[nH]2)CC1c1ccc2c(c1)OCO2 (stereo not drawn)	-12	-6	1	9	3	0	-2	18	-3	-6	-2
COC(=O)CCc1nc2cc(Cl)ccc2n(Cc2ccccc2)c1=O	0	-3	0	-1	-9	-1	8	2	9	-10	9
Cc1cc(C)c2nc(N3CCCC(C(=O)NCCCN4CCOCC4)C3)sc2c1 (stereo not drawn)	-30	4	-45	-45	-25	-54	-8	11	-36	2	-3
COc1ccc2c(c1)CCc1c(C(=O)NC3CCCCC3)noc1-2	-37	-10	-82	-88	-13	-45	11	5	-136	-16	-21
COc1ccc(N2CC(C(=O)N3CCCC(C)C3)CC2=O)cc1 (stereo not drawn)	1	1	10	-25	-15	-22	1	-10	-1	-3	10
Fc1ccccc1-c1n[nH]c(=S)n1C1CC1	-4	12	12	13	3	-1	-2	-8	9	-1	4
CCCCN(CC)CCCNC(=O)Cn1nc(Cc2ccncc2)c2ccccc2c1=O	-11	-3	-19	13	-1	-2	10	2	-4	6	-18
CCOc1cc(S(=O)(=O)NCC2OCCc3ccccc32)c(OCC)cc1-n1cnnn1 (stereo not drawn)	-2	5	3	-6	3	5	14	-10	-8	-1	-11
CCCCCc1c(-c2ccccc2F)ncn1CCc1ccccc1OC	.	.	.	-12	15	14	.	12	.	20	14
CC(=O)N(c1ccc2oc(=O)sc2c1)S(=O)(=O)c1cccs1	1	-9	-8	-1	-14	15	8	-2	2	-2	4
Cc1ccc(CSCC(=O)NCc2ccco2)cc1	-5	5	-2	6	2	1	6	-1	-9	11	-4
CCOC(=O)C1(CCOC)CCN(Cc2ccc(C(=O)OC)cc2)CC1	3	-8	2	8	0	-9	2	-7	-5	-13	23
COc1ccc(CSc2nc(C)cc(C)c2S(C)(=O)=O)cc1	-2	-10	16	0	-6	3	11	6	-14	1	6
CCOc1ccc(N(CC(=O)NCc2ccc(OC)cc2)S(C)(=O)=O)cc1	-18	13	-39	-61	-34	-30	-5	2	-48	-28	-29

(list continues)
Molecule	LMP1 NFkB inh	CF NFkB block	NCOA3 inh	NR5A2 inv ag	NR2F2 inh	TROY NFkB inh	KKLEB tox	TRAIL sens C8	NCOA1 inh	TWEAK-Fn14 inh	NCOA2 inhibitor
Cc1cc(NC(=O)c2cccs2)ncc1NC(=O)C(C)C	-5	18	-99	-107	-34	-23	-8	-13	-81	19	-62
O=C(/C=C\c1ccco1)NC(=S)Nc1ccccc1O	-11	1	-18	-25	-13	-1	0	1	-22	-11	-62
O=C(COC(=O)c1cc([N+](=O)[O-])ccc1N1CCOCC1)Nc1cccc(F)c1	9	45	23	8	19	-7	-16	10	17	-36	3
O=C(NCc1ccc2c(c1)OCO2)C(=O)Nc1ccccc1	-9	17	-30	10	-28	-22	4	8	-34	-12	-17
COc1ccc(OC)c(S(=O)(=O)N2c3cc(F)ccc3CCC2C)c1 (stereo not drawn)	0	17	3	22	22	-15	-6	10	10	18	1
COc1ccccc1C(=O)C1CCCN(C(=O)c2cccnc2SC)C1 (stereo not drawn)	0	7	12	2	8	26	-3	23	-1	-4	8
Cc1cccc(C(=O)NCC(=O)OCC(=O)N(C)CC(=O)Nc2ccccc2Cl)c1	1	-16	0	5	6	3	-4	-3	1	4	11
CCC(C)NC(=O)c1cccc(C)c1 (stereo not drawn)	-4	3	9	4	-1	-1	11	-10	-15	-6	-19

CF NFkB block, entries above that show a hit.
Molecule | LMP1 NFkB inh | CF NFkB block | NCOA3 inh | NR5A2 inv ag | NR2F2 inh | NCOA1 inh | TWEAK-Fn14 inh | NCOA2 inhibitor
N#CC(c1cccc(Cl)c1)c1ccc2c(C(F)(F)F)cc(C(F)(F)F)nc2n1 (stereo not drawn) | 35 | 53* | 41 | 99* | -3 | 22 | 45 | 28
COc1ccc(C(=O)Nc2cccc(NC(=O)c3ccc(OC)c(OC)c3)n2)cc1OC | 19 | 84* | 18 | 10 | -10 | 24 | 36 | -27

(more compounds)
Molecule	LMP1 NFkB inh	CF NFkB block	NCOA3 inh	NR5A2 inv ag	NR2F2 inh	TROY NFkB inh	KKLEB tox	TRAIL sens C8	NCOA1 inh	TWEAK-Fn14 inh	NCOA2 inhibitor
Cc1cccc(C)c1OCC(=O)N/N=C/c1cccn1C	5	15	-5	17	-5	-1	-9	-10	-1	1	-19
Cc1ccc(S(=O)(=O)NNC(=O)Nc2ccc(Cl)c(Cl)c2)cc1	-8	20	4	6	12	-3	-12	5	-2	-11	-11
CC(=O)c1cccc(-c2cnc3c(NC=O)cc(-c4ccccc4Oc4ccccc4)cn23)c1	.	19	4	9	-5	28	4	-5	-11	56*	-13
COc1ccc(S(=O)(=O)N2CCC(C(=O)NCCN3CCOCC3)CC2)cc1	-4	2	-11	-10	-7	-15	1	0	11	17	-80

Bioassay records deposited in PubChem BioAssay by several laboratories.
